PKA-R2B activ – activates the human PKA-R2B holoenzyme complex; PKA-R2B holoenzyme dissociation, Cy5-IP20 fluorescence polarization; R2B truncated from residue 108, S112A mutant; 0% DMSO only, 100% 113 µM cGMP; activation, % at 11.4 µM; 340,000 tested, 0.079% active;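 active = activation above a cutoff set at the mean over all compounds plus 3 SD, cut at about 18% in these data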;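 also: higher means more holoenzyme dissociation and a rise in polarization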
Target sequence (P31323 whole entry, looked up, other chains not shown, the tested form may be a part): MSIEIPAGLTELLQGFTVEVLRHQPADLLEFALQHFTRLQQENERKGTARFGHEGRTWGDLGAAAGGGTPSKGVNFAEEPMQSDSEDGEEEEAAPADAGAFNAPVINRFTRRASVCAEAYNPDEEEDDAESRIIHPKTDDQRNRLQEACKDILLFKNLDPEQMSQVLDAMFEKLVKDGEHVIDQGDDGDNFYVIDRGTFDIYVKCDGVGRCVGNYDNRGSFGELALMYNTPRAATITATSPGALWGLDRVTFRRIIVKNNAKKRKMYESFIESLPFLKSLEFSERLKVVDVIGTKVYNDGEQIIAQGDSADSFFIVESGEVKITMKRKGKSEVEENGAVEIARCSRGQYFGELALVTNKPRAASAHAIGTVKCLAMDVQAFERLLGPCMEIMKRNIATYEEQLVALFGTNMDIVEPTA
CDK5 p35 inh – CDK5/p35 (human) kinase inhibition; Q00535+Q15078; Recombinant CDK5/p35, ADP-Glo luminescence, 60 min; inhibition, % at 10 µM; 330,000 tested, 0.01% active; AID 488839;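 active = highest replicate inhibition of at least 50% and at least 75% of replicates reaching 50%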;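 also: plate controls were DMSO neutral control for no effect and GW8510 at 10 µM for full effect; many of its hits are not listed in these tables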
NSD2 inh – NSD2 (human) methyltransferase inhibition. O96028. NSD2 peptide methylation, AlphaScreen, 120 min. inhibition, % at 12.5 µM. 310,000 tested, 0.54% active. AID 743445; in the data active = inhibition above about 50%
dFosB act – activators of mouse delta FosB homodimer | activation, % at 25 µM | 340,000 tested, 0.99% active | AID 493131 | P13346 | purified delta FosB, TAMRA-CDK5 oligo fluorescence polarization; percent of positive-control signal above neutral wells;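 active = mean activation above about 17%, with every replicate also reaching it, limit read from the data, passing the limit was not always enough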;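 also: fluorescence polarization rise as delta FosB binds a TAMRA Cdk5 AP-1 oligo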
Target sequence (P13346 whole entry, looked up): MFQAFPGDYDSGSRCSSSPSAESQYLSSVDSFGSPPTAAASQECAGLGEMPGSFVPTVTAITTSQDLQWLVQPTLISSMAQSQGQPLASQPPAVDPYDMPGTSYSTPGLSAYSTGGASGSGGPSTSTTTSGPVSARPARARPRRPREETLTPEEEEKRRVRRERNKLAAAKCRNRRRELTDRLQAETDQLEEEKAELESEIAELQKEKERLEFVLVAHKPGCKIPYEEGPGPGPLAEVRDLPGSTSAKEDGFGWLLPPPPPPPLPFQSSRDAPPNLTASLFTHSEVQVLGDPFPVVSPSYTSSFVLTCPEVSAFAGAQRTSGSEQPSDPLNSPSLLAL
Pemphigus Ab inh – inhibitors of pemphigus antibody binding to human desmoglein-3 | 310,000 tested, 0.48% active | DSG3-coupled beads, scFv-anti-DSG3-GFP binding, flow cytometry; hits give low values | binding (percent of control), % at 10 µM | P32926;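 active = binding more than 3 SD below its plate's average and above zero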;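 also: hits lower antibody fragment binding to DSG3; some compounds called inactive have numbers as strong as hits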
SR-BI DiI-HDL act – activators of SR-BI mediated HDL lipid uptake | CHO ldlA[mSR-BI] cells, DiI-HDL uptake fluorescence, 3 h; 100 = double the neutral-control signal | activation, % at 12.5 µM | 320,000 tested, 0.096% active;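 active = mean replicate activation of at least 60% and every replicate at or above 60%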;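 also: 0% = median plate neutral-control signal and 100% = twice that signal; values of inactives mirror those of a sister screen read the other way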
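material = CHO ldlA[mSR-BI] cells | medium = Ham's F12 with 0.5% BSA, HEPES 25 mM, pH 7.4 | reagent = fluorescent DiI-HDL, 10 µg/mL final | compound dosing = single-point compound dose | incubation = 3 h, 37 °C | measured by = bottom-read fluorescence, 550/595 nm | measure = HDL uptake via cellular fluorescence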
Arr AP2 block – inhibitors of human beta-arrestin and AP2 interaction; inhibition, % at 10 µM; AID 504490; 340,000 tested, 0.31% active; FITC-arrestin peptide / GST-AP2 beads, flow cytometry; AP2 beta2 appendage carries R879A mutation;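 active = inhibition above a set limit, near 3 SD of compounds lacking own fluorescence, cut at about 54% in these data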;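 also: plate controls were DMSO wells for no effect and 5 µM unlabelled arrestin peptide for full effect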
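Material – GST-tagged AP2 beta2-adaptin appendage (R879A) on 4 µm glutathione beads · Probe or stimulus – fluorescein-tagged arrestin peptide at 50 nM final · Timing – 12 min plus 1 h, RT · Detection – bead flow cytometry, FITC channel · Read-out basis – inhibition as reduced fluorescein signal on beads, percent · Medium – PBS plus Tween 20 (0.05%) and BSA (0.1%)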
PKA-R1A act – activators of PKA-R1A complex; P00514+P68181; PKA-R1A dissociation, Cy5-IP20 fluorescence polarization; scaled: DMSO 0%, 113 µM cGMP 100%; activation, % at 11.4 µM; 340,000 tested, 0.083% active;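 active = percent activation above the mean of all tested compounds plus 3 SD, cut at about 19% in these data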;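 also: higher means more PKAc released from R1A so a rise in polarization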
SUMO Mot1 rescue – blocks SUMOylation pathway, rescuing yeast Mot1-301 growth; growth rescue, % at 18.8 µM; S. cerevisiae Mot1-301 growth rescue, ATP luminescence, 38.5C; percent above DMSO median, 100 means doubled; 320,000 tested, 1% active;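 active = every valid replicate shows activation above 250% relative to neutral control wells; inactive = the rest, any valid replicate at or below 250%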;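 also: OY570 slx delta 5 strain wells were the positive control but not used for scaling; some compounds called inactive have numbers as strong as hits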
MITF act – MITF TRPM1 promoter activation in melanoma cells; activation, % at 12.5 µM; AID 588334; SK-MEL-5 TRPM1-promoter luciferase, 24 h; % of positive control, neutral wells = 0; 300,000 tested, 0.75% active;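 active = mean activation of at least 80% with every replicate also reaching 80%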;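 also: 0% = neutral control wells and 100% = parthenolide positive control wells; values of inactives mirror those of a sister screen read the other way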
SR-BI HDL uptake – inhibitors of mouse SR-BI mediated HDL lipid uptake; Q61009; ldlA[mSR-BI] CHO cells, DiI-HDL uptake fluorescence, 3 h; inhibition, % at 12.5 µM; 320,000 tested, 0.96% active; AID 488896;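 active = mean replicate inhibition of at least 70% and a set share of replicates each scoring 70 or more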;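 also: 0% = median of neutral control wells and 100% = median of positive control wells; values of inactives mirror those of a sister screen read the other way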
* = called active by the depositor; . = not tested or not shown. Outcome played no part in choosing rows, and some 4.7% of all compounds hit somewhere here.

Under each structure: SR-BI HDL uptake	CDK5 p35 inh	Arr AP2 block	SR-BI DiI-HDL act	PKA-R1A act	MITF act	NSD2 inh	SUMO Mot1 rescue	PKA-R2B activ	Pemphigus Ab inh	dFosB act
[1] N/C(=N\OC(=O)c1cccc2ccccc12)c1cccnc1
    0	1.1	9	0	-10	35	-1	-3	-1	85	-20
[2] CCOC(=O)N1CCN(C(=O)c2ccc([N+](=O)[O-])cc2Cl)CC1
    -44	-2.2	-5	44	3	.	-1	10	11	125	-2
[3] Nc1c2nc(-c3ccccc3)[nH]c(=O)c2nc(=O)n1-c1ccccc1
    .	1.2	-11	.	-12	-7	0	-6	-18	93	5
[4] COc1ccccc1C(=O)NNC(=S)Nc1ccccc1
    1	0.6	-6	-1	-1	-4	-10	.	6	105	-8
[5] COc1cccc(-c2cccc(NC(=O)C3CCN(CC4CCOC4)CC3)c2)c1 (configuration not stated)
    -6	-0.9	0	6	2	10	0	208	0	102	-3
[6] Cc1ccc(SCC(=O)c2c(C)nc3ccccn23)cc1
    -14	2.5	14	14	-11	29	-5	-21	13	98	-8
[7] Cn1nnc(-c2ccc(OCc3ccccc3F)cc2)n1
    -23	2.6	3	23	1	60	14	14	-6	101	-4
[8] CC/C(=N\n1nnnc1Nc1ccccc1)c1ccccc1
    -44	-0.1	-7	44	-2	.	-1	2	-3	103	1
[9] Cc1cc(=O)c(C(=O)O)cn1Nc1ccc(F)cc1
    -14	0.3	-2	14	3	2	2	.	8	82	-4
[10] CO/N=C/C(C#N)=C/c1cc(C(=O)c2ccc(F)cc2)cn1C
    48	1.3	-29	-48	1	15	-9	-16	-3	86	50*
[11] Cc1onc(-c2c(Cl)cccc2Cl)c1C(=O)Nn1cnnc1
    -19	-4.2	3	19	-9	6	12	13	2	104	3
[12] O=C1c2ccccc2CCc2ccccc21
    -4	-0.4	-1	4	3	17	0	.	0	93	-1
[13] COc1ccc(CN2CCN(C(=O)c3ccco3)CC2)cc1
    .	-0.8	-1	.	-6	3	2	110	1	.	-7
[14] COc1ccc(C(C)(C)C)cc1NC(=O)CCCn1c(=O)oc2ccccc21
    19	-1.2	-17	-19	3	-10	0	4	-2	103	-9
[15] N#Cc1cccc(Cn2nnc(-c3ccccc3)n2)c1
    0	1.5	-8	0	2	30	-2	3	15	102	3
[16] COc1ccc(C(=O)Nc2nnc(CCc3ccccc3)s2)c(OC)c1
    -10	-1.0	-13	10	3	13	0	-18	-10	117	9
[17] Cc1ccc(C)c(NC(=S)N2CCCCC2CO)c1 (configuration not stated)
    6	-0.9	-1	-6	-7	8	0	.	13	105	5
[18] CCN(CC)C(=O)c1nc[nH]c1C(=O)N1CCN(c2ccccc2)CC1
    -20	-0.3	-2	20	2	2	.	-8	-11	103	-1
[19] COc1ccc(C(=O)OCC(=O)NC2CCCC2)c(OC)c1OC
    -3	0.8	-6	3	0	8	3	-6	2	109	-2
[20] COc1ccc(C(=O)NCc2ccc3c(c2)CCO3)cc1
    -5	-1.5	-4	5	0	-11	-1	431	4	.	-4

Single records (already shown). Values in the order: SR-BI HDL uptake	CDK5 p35 inh	Arr AP2 block	SR-BI DiI-HDL act	PKA-R1A act	MITF act	NSD2 inh	SUMO Mot1 rescue	PKA-R2B activ	Pemphigus Ab inh	dFosB act
O=C1c2ccccc2CCc2ccccc21 is entered as -4	-0.4	-1	4	3	17	0	.	0	93	-1
COc1ccc(CN2CCN(C(=O)c3ccco3)CC2)cc1 is entered as .	-0.8	-1	.	-6	3	2	110	1	.	-7

Going on with the list.
Under each structure: SR-BI HDL uptake	CDK5 p35 inh	Arr AP2 block	SR-BI DiI-HDL act	PKA-R1A act	MITF act	NSD2 inh	SUMO Mot1 rescue	PKA-R2B activ	Pemphigus Ab inh	dFosB act
[21] CCOC(=O)N1CCN(C(=O)CN2C(=O)COc3ccc(C)cc32)CC1
    2	0.0	17	-2	5	.	-3	8	7	.	2
[22] Cc1ccc(/C=N/NC(=O)c2cc(-c3ccncc3)nc3ccccc23)o1
    2	0.9	48	-2	4	-28	2	.	2	99	-6
[23] O=C(NCc1ccccc1)C1CCN(S(=O)(=O)c2ccc(N3CCCC3=O)cc2)CC1
    4	1.9	13	-4	-1	-5	-6	-19	-10	105	-3
[24] CCCC(=NCC(=O)O)C1=C(O)C(C(=O)OC)C(C)(C)CC1=O (configuration not stated)
    3	0.8	-3	-3	-8	-1	3	14	-13	101	1
[25] Cc1ccc(C(=O)Nc2cccnc2Oc2ccc(Cl)cc2)cc1
    9	-0.7	-6	-9	-7	11	40	11	-3	.	-13
[26] O=C(NCc1cccs1)c1cc(S(=O)(=O)N2CCCCC2)ccc1Cl
    12	-0.6	18	-12	-6	-1	-1	-12	-13	102	-2
[27] CN=C(C)C1=C(O)C(C(=O)OC)C(C)(C)CC1=O (configuration not stated)
    -13	0.4	3	13	1	4	-1	.	6	100	0
[28] COC(=O)CCCCCN1C(=O)NC(c2ccccc2)C(C(=O)OCc2ccccc2)=C1C (configuration not stated)
    -9	0.0	14	9	0	-15	.	81	-14	98	-2
[29] O=C(O)c1ccnc(Cl)c1
    -28	0.7	-29	28	0	12	-3	-4	3	94	5
[30] Cc1cc(C(=O)Oc2ccccc2C(=O)O)c(C)o1
    10	0.4	28	-10	-3	4	-3	-4	9	99	5
[31] Fc1ccccc1CSc1ncn[nH]1
    -20	1.6	-2	20	-10	.	1	56	3	105	3
[32] O=C(NCCc1nccs1)C1CCC(=O)N(Cc2cccc(C(F)(F)F)c2)C1 (configuration not stated)
    -8	1.2	-2	8	-7	6	-6	-16	-9	107	4
[33] O=[N+]([O-])c1ccccc1NCc1c(O)ccc2ccccc12
    6	0.9	27	-6	-2	-7	8	248	6	90	0
[34] CN(c1ccc(C(=O)N2CCOCC2)cc1[N+](=O)[O-])C1CCCCC1
    66	-0.9	34	-66	-5	67	8	28	-3	99	-10
[35] COC(=O)c1cc(CNC(=O)c2ccc(O)c(Cl)c2)ccc1OC
    -29	1.0	22	29	-6	0	-1	0	-8	108	-7
[36] O=C(COC(=O)COc1ccccc1)Nc1ccc2c(c1)OCCO2
    -4	-2.8	-3	4	-13	-3	-1	-8	-6	131	-2
[37] CCCC(=O)N1CCN(c2ccc(NC(=O)c3ccco3)cc2)CC1
    12	-0.4	12	-12	0	5	1	34	-3	.	-3
[38] O=C(C[n+]1ccccc1)Nc1cc(C(F)(F)F)ccc1Cl
    -10	-0.4	0	10	-7	-10	-1	-3	0	126	2
[39] CCc1c(C)c2ccc(OC3CCCCC3=O)cc2oc1=O (configuration not stated)
    31	1.1	24	-31	-6	93*	-1	-6	-4	97	-4
[40] CCn1cc(C(=O)NCc2ccc(C)o2)c2cc(OC)c(OC)cc2c1=O
    .	-1.4	2	.	-11	1	1	-25	-4	.	4
[41] Cc1ccc(C(O)(CCN2CCCCC2)c2ccccc2)cc1 (configuration not stated)
    -11	-0.2	36	11	4	6	-1	7	6	97	-2
[42] CC(C)(C)C(=O)Nc1sc2c(c1C(=O)Nc1ccccn1)CCCC2
    27	4.5	34	-27	-13	2	0	.	-2	96	-4
[43] CC1(C)CC2(CCO1)C(Nc1ccccc1)=NC(=S)N2CC(N)=O (configuration not stated)
    -20	2.7	30	20	1	4	-6	-12	-3	104	4
[44] O=C(OCc1cncs1)c1cccs1
    -24	0.0	16	24	8	17	-2	9	-3	89	5
[45] CCO[C@H]1OC(C(=O)N2CCN(Cc3ccc4c(c3)OCO4)CC2)=C[C@@H](c2csc3ccccc23)[C@@H]1CCCO
    12	0.7	34	-12	-13	-6	.	-16	-4	97	-1
[46] O=C(CSc1nc(=O)n(CCCN2CCOCC2)c2c1CCCC2)Nc1ccc(F)cc1F
    -6	0.7	1	6	3	8	-2	-15	5	90	1
[47] CCCC(=O)NC(=S)Nc1ccc(NC(=O)c2cccs2)cc1
    32	0.1	6	-32	-12	.	-4	-8	2	.	5
[48] O=C(N/C(=C/c1cccnc1)C(=O)N1CCCCCC1)c1cccc(Br)c1
    -7	-2.9	11	7	-1	-21	-5	-4	4	102	-7
[49] COc1ccc(NC(=O)CNS(=O)(=O)c2ccccc2)cc1Cl
    14	-1.7	29	-14	1	9	-2	-2	-1	120	-6
[50] O=C1C=C(c2cccc(Cl)c2O)C[C@@H](c2ccc3c(c2)OCO3)C1
    7	0.6	15	-7	0	6	.	34	2	99	-1
[51] CCOC(=O)c1c(S(=O)(=O)NCC2CCN(CCc3cccs3)CC2)c(C)n(C)c1C
    -13	-2.1	3	13	1	-8	2	129	1	111	-5
[52] CC(C)N1C(=S)N(Cc2ccco2)C(=O)C1CC(=O)Nc1ccccc1 (configuration not stated)
    -10	-2.5	-11	10	-6	-15	1	-24	-4	107	-8
[53] CCOc1ccccc1C(=O)NC(C(=O)N(C)Cc1ccc2c(c1)OCO2)C(C)C (configuration not stated)
    4	-0.2	-10	-4	-10	-20	1	.	9	95	-9
[54] CC(=O)Nc1ccc(S(=O)(=O)NC2CC2)cc1
    -11	0.9	-3	11	-5	.	10	-7	-1	118	-2
[55] O=C(Nc1ccc([N+](=O)[O-])cc1)N1CCN(C(=O)C2CCCO2)CC1 (configuration not stated)
    -33	-2.3	3	.	9	-1	11	-23	1	101	4
[56] CN(C(=O)CSc1nnc(-c2ccccc2)o1)c1c(N)n(Cc2ccccc2)c(=O)[nH]c1=O
    5	0.5	-8	-5	-3	-3	-5	1	0	106	-9
[57] c1ccc(-c2nnc(-c3ccccc3)o2)cc1
    -20	0.1	2	20	8	76	-4	-9	15	104	-9
[58] CN(CCCN1CCOCC1)C(=O)c1cc(COc2cccc(C(F)(F)F)c2)on1
    9	1.2	1	-9	5	-8	3	-2	-2	96	-11
[59] O=C(N/N=C/c1ccccn1)c1ccc(NC(=O)c2ccc(F)cc2)cc1
    66	11	9	-66	0	-3	-2	-20	-12	.	-15
[60] CSC1=NCCN1C(=O)COc1ccccc1
    .	1.0	20	.	-11	2	.	-1	-2	.	0
[61] CCOc1ccc(/C=C/C(O)=C2/C(=O)NC3(C)CC2c2ccccc2O3)cc1OC (configuration not stated)
    55	0.2	15	-55	-5	-51	-1	4	-7	87	2
[62] O=C(CSc1nnc(-c2ccc(O)cc2)o1)Nc1cccc(O)c1
    -4	1.2	7	4	-14	66	0	36	-1	97	0

Compound activity as filed in PubChem BioAssay.
